Screening data deposited in PubChem BioAssay by several laboratories.
Rac1 GTP hydrolysis – MgcRacGAP GTPase-activating activity inhibitors, confirmation, biochemical, ADP Hunter fluorescence. MgcRacGAP-stimulated Rac1 GTP hydrolysis, ADP Hunter fluorescence; higher % means a stronger effect; GST-tagged Rac1 F28L mutant substrate. one-dose inhibition, % at 30 µM; IC50 in µM for titrated hits. hit rate 0.6% among 340,000. AID 624330;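 active means first-screen hits whose inhibition reached a set limit at any dose in the follow-up dose series; inconclusive means inhibition above the set first-screen limit but never retested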;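 further: fluorescence reports GDP produced by GAP-driven GTP hydrolysis; strong numbers were not always called active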
Large T inhibition – TAg ATPase/helicase activity blockers – biochemical (AID 1903); SV40 large T antigen ATPase/helicase inhibition assay; higher % means a stronger effect; inhibition, % at 20 µM, or IC50 in µM where a hit was titrated; hit rate 0.39% among 310,000; in the data active means a potency from the dose series; inconclusive means inhibition mostly from about 32% at the one dose, without a potency; inactive means the rest, 99 in 100 with inhibition below about 32%; further: strong numbers were not always called active
RSV CPE inhibition – RSV antiviral activity via CPE protection, HEp-2 cells, primary 10 µM value included (AID 2391). HEp-2 cells, RSV-induced CPE inhibition; higher % means a stronger effect. one-dose CPE inhibition, % at 10 µM; IC50 in µM for titrated hits. hit rate 0.13% among 310,000; in the data active means a potency from the dose series; inconclusive means CPE inhibition mostly from about 23% at the one dose, without a potency; inactive means the rest, 99 in 100 with CPE inhibition below about 21%; further: strong numbers were not always called active
Siah-1 displacement – blockers of Siah-1 interaction with plectin peptide – biochemical, fluorescence polarization, rhodamine-plectin, uHTS, primary screen (AID 1817); Siah-1 / rhodamine-plectin peptide fluorescence polarization; higher % means a stronger effect; displacement, % at 20 µM, or IC50 in µM where a hit was titrated; hit rate 0.02% among 290,000;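 active means displacement of at least 50% at 20 µM, with a fluorescence ratio check between 0.3 and a set limit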;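 further: plate controls were Siah plus tracer with DMSO for no effect and tracer alone without Siah for full effect; strong numbers were not always called active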
NS5 inhibitors – flavivirus cap methylation enzyme inhibition – biochemical, confirmation dose response, primary screen (AID 588689). hit rate 0.3% among 340,000. one-dose inhibition, % at 25 µM; IC50 in µM for titrated hits. Dengue-2 NS5 methyltransferase capping enzyme assay, biochemical; higher % means a stronger effect; in the data active means a potency from the dose series; inconclusive means inhibition above about 29% without an active follow-up result
LYP phosphatase – PTPN22 lymphoid phosphatase activity blockers – biochemical, fluorescence intensity, uHTS (AID 1779) | recombinant LYP phosphatase, fluorescence intensity; higher % means a stronger effect | inhibition, % at 11.5 µM, or IC50 in µM where a hit was titrated | hit rate 0.054% among 290,000; in the data active means inhibition above about 50%;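 further: plate controls were vehicle with enzyme for no effect and no enzyme for full effect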
HIV fusion peptide – inhibitors of HIV fusion peptide binding, primary screen, biochemical, uHTS, fluorescence dequenching (AID 1986); cell-free peptide binding, fluorescence dequenching, 30 min; higher % means a stronger effect; hit rate 0.3% among 290,000; one-dose inhibition, % at 20 µM; IC50 in µM for titrated hits; in the data active means inhibition mostly above about 52%, no sharp cut-off; inactive means mostly below about 76%; further: some results filed as inactive read as strong as hits
AID2073 – inhibitors of Mint1-CaV2.2 protein interaction, biochemical, HTRF (AID 2073); HTRF protein-protein interaction, Mint1-CaV2.2; higher % means a stronger effect; one-dose inhibition, % at 20 µM; IC50 in µM for titrated hits; hit rate 0.19% among 290,000; in the data active means inhibition mostly above about 51%, no sharp cut-off; inconclusive means no clear call, values can overlap the other calls; inactive means mostly below about 53%; further: some results filed as inactive read as strong as hits
XIAP displacement – XIAP antagonists, biochemical, IAP family, fluorescence polarization (AID 1018); XIAP BIR domain, fluorescence polarization peptide displacement; higher % means a stronger effect; one-dose displacement, % at 20 µM; IC50 in µM for titrated hits; hit rate 0.007% among 200,000; in the data active means displacement above about 50%; further: a part of the inactive calls stands beside numbers as strong as those of hits
NS5 inhibitors pilot replicate – also measured in NS5 inhibitors; calls as there; inhibition, %; measured here: pilot screen replicate inhibition
* = called active by the depositor; u = inconclusive; x = no result given.

SMILES	Rac1 GTP hydrolysis	Large T inhibition	RSV CPE inhibition	Siah-1 displacement	NS5 inhibitors	LYP phosphatase	HIV fusion peptide	AID2073	XIAP displacement	others
C[C@H](NC(=O)C1CCN(S(=O)(=O)c2ccccc2)CC1)C(=O)NCc1ccc(Cl)cc1Cl	2%	12%	10%	-1%	7%	-1%	0.7%	5%	x
Cc1c(CC(=O)O)c(=O)oc2c(C)c3occ(-c4ccccc4)c3cc12	5%	16%	9.0%	1%	15%	1%	6.6%	24%	x
O=C(c1ccc(Br)s1)N1CCN(c2ncccn2)CC1	5%	4%	1.6%	4%	-1%	-1%	2.5%	6%	-2.6%
COC(=O)/C(=C/Nc1cccc2ccccc12)[N+](=O)[O-]	u	11%	1.5%	-6%	-1%	-18%	-1.4%	6%	-5.0%
NC(=O)C1=C[C@@H](c2csc3ccccc23)C[C@@H](OCCCCO)O1	9%	7%	0.6%	-3%	1%	-8%	0.5%	-2%	-3.6%
O=C(COc1coc(CN2CCN(c3ccc(F)cc3)CC2)cc1=O)NCC1CCCO1 (stereo not drawn)	3%	17%	0.1%	x	-4%	x	x	x	x
COCCn1c(SCC(=O)N2CCCC2)nc2c([nH]c3ccccc32)c1=O	6%	6%	2.6%	4%	-3%	-7%	1.4%	10%	x
CCCCCC(=O)N(O)C1CC(=O)N(c2ccccc2)C1=O (stereo not drawn)	11%	14%	0.4%	7%	4%	4%	1.7%	44%	-3.7%
O=C(CNC(=O)c1ccccc1Br)N/N=C/c1cccs1	0%	6%	2.3%	0%	-3%	-5%	0.7%	7%	x
COc1cc(NC(=O)CSc2nc(=O)n(CCN3CCOCC3)c3c2CCCC3)cc(OC)c1	2%	17%	-1.0%	x	1%	x	x	x	x
Cc1ccc(C)c(NC(=O)CSc2nnc([C@@H]3CCCN3C(=O)OC(C)(C)C)o2)c1	4%	6%	1.4%	-1%	5%	-7%	0.0%	5%	-3.7%
CCCCCCN1CC(=O)N2Cc3[nH]c4ccccc4c3C[C@H]2C1=O	-1%	-1%	5.4%	-4%	-3%	-10%	-1.0%	-3%	x
NC(N)=NC(N)=NCCc1ccccc1	-3%	5%	17%	-5%	-8%	-4%	-2.5%	2%	2.6%
Cc1n[nH]c(=S)n1/N=C/c1ccc(OCc2ccc(Cl)cc2)cc1	12%	5%	2.8%	2%	-7%	1%	2.6%	-8%	-1.9%
Cc1ccccc1-c1nc(CS(=O)(=O)CC(=O)NCc2ccc(F)cc2)c(C)o1	11%	2%	1.1%	1%	-4%	-4%	0.6%	-5%	x
Cc1ccc(NC(=O)CCl)cc1S(=O)(=O)N1CCCCCC1	4%	5%	3.9%	4%	-15%	-3%	0.6%	10%	-0.6%
CCOC(=O)C1=C(COC(=O)/C=C/c2cccc(OC)c2)NC(=O)NC1C (stereo not drawn)	5%	-4%	1.1%	-3%	0%	-7%	0.3%	21%	x
CC(=O)Nc1ccc(S(=O)(=O)N2CCC(N3CCCCCC3)CC2)cc1	23%	6%	0.3%	13%	-3%	-11%	0.5%	3%	x
Cc1ccc(-c2csc(=S)[nH]2)cc1	17%	32%	0.5%	25%	11%	-4%	3.3%	4%	-6.9%
CSc1ccc(C2NC(=O)c3ccccc3N2)cc1 (stereo not drawn)	4%	7%	1.2%	x	2%	x	x	x	x
COc1ccc(OC)c(-c2csc(NC(=O)C3=NNC(=O)CC3)n2)c1	4%	9%	2.0%	-1%	x	0%	-1.5%	31%	-13%
COC(=O)c1sc(=S)sc1C(=O)OC	16%	9%	1.6%	3%	-3%	-4%	4.5%	-27%	3.9%
CN(C(=O)CSc1nnc2ccccn12)C1CCS(=O)(=O)C1 (stereo not drawn)	10%	3%	1.9%	5%	-3%	0%	0.9%	5%	-1.9%
COc1ccc(-n2c(CN3CCN(Cc4ccccc4)CC3)nc3ccc([N+](=O)[O-])cc3c2=O)c(OC)c1	8%	11%	-0.4%	-7%	-2%	2%	-1.9%	3%	-9.1%
COCCNC(=O)CN1N=C(c2ccc(OC)cc2)CCC1=O	0%	25%	-0.1%	4%	3%	-2%	-0.7%	11%	x

As a working copy, some entries already given:
SMILES	Rac1 GTP hydrolysis	Large T inhibition	RSV CPE inhibition	Siah-1 displacement	NS5 inhibitors	LYP phosphatase	HIV fusion peptide	AID2073	XIAP displacement	others
CC(=O)Nc1ccc(S(=O)(=O)N2CCC(N3CCCCCC3)CC2)cc1	23%	6%	0.3%	13%	-3%	-11%	0.5%	3%	x
Cc1ccc(-c2csc(=S)[nH]2)cc1	17%	32%	0.5%	25%	11%	-4%	3.3%	4%	-6.9%
CSc1ccc(C2NC(=O)c3ccccc3N2)cc1 (stereo not drawn)	4%	7%	1.2%	x	2%	x	x	x	x

Other entries follow:
SMILES	Rac1 GTP hydrolysis	Large T inhibition	RSV CPE inhibition	Siah-1 displacement	NS5 inhibitors	LYP phosphatase	HIV fusion peptide	AID2073	XIAP displacement	others
COC(=O)c1ccc(NC(=O)COc2ccc([N+](=O)[O-])cc2)cc1	3%	10%	1.8%	-2%	3%	-11%	-1.5%	10%	x
Cc1oc2cc3oc(=O)c(CC(=O)NCCCC(=O)O)c(C)c3cc2c1C	12%	11%	0.4%	-5%	-3%	-5%	73%	14%	x
Cc1cccc(OCc2nnc(SCC(=O)N3c4ccccc4Sc4ccc(Cl)cc43)o2)c1	12%	1%	13%	-2%	-7%	3%	-0.1%	14%	-3.9%
Cc1cc([N+](=O)[O-])nn1CC(=O)NCc1nc2ccccc2[nH]1	10%	11%	1.3%	2%	-4%	-4%	-1.7%	2%	-3.8%
CCOc1ccc(C(=O)NCC(=O)OCC(=O)N2CCCCC2)cc1	4%	6%	0.7%	-4%	-7%	-7%	-1.7%	2%	-2.7%
Cc1c(/C=C2\NC(=O)NC2=O)c2ccccc2n1C	3%	19%	1.4%	6%	14%	-9%	0.4%	2%	x
O=C(CCc1ccc(S(=O)(=O)N2CCOCC2)cc1)Nc1cc(Cl)ccc1N1CCOCC1	11%	-1%	3.2%	5%	-4%	-2%	-13%	-3%	-7.0%
COc1ccc(Oc2cc(F)nc(N)n2)cc1	-2%	24%	0.3%	2%	-1%	-6%	-0.5%	9%	-4.0%
COCc1cc(/C=N\NC(=O)Cc2ccc(OC)cc2)ccc1OC	4%	5%	2.7%	0%	0%	2%	1.8%	5%	-3.6%
COc1ccccc1NC(=O)O/N=C(\N)c1ccccc1	1%	15%	1.2%	-1%	-10%	-6%	-1.6%	2%	x
Cc1ccccc1NC(=O)c1ccc(S(=O)(=O)N2CCCC2)cc1	2%	5%	1.4%	6%	4%	-11%	-0.5%	-4%	x
CC(=O)c1nn(-c2cccc(Br)c2)cc1C(=O)c1ccccc1	6%	3%	1.1%	4%	2%	-11%	-0.7%	1%	-3.2%
O=C(COc1ccc2ccccc2c1)NC1=NCCS1	5%	4%	-0.1%	-3%	5%	-5%	0.1%	10%	-7.4%
O=C(Cc1csc(NC(=O)c2ccc(F)cc2)n1)NO	6%	15%	-0.3%	-3%	-14%	-3%	-2.1%	22%	-4.8%
Cc1cc(NC(=O)c2ccccc2)n(C(C)(C)C)n1	x	7%	-0.4%	1%	x	-6%	0.3%	1%	x
COc1ccc(CNC(=O)CN2CCC(C(=O)c3ccc(OC)cc3)CC2)cc1	-2%	3%	4.9%	4%	-4%	-4%	0.4%	-12%	-6.2%
CCOc1ccc(S(=O)(=O)NCCC(=O)NCC(c2cccs2)N2CCOCC2)cc1 (stereo not drawn)	8%	9%	2.0%	4%	-2%	2%	1.0%	-7%	x
Cc1ccc(Cl)cc1NC(=S)N(CCN(C)C)Cc1cccs1	6%	13%	1.6%	0%	-1%	-5%	-1.2%	-6%	-0.2%
COc1ccc(CN2C(=O)c3cccnc3C2=O)cc1S(=O)(=O)N1CC(C)CC(C)C1 (stereo not drawn)	-7%	2%	0.2%	2%	-13%	5%	0.1%	-8%	x
COC(=O)Cc1c(CSc2ccccc2)oc2ccc(O)c(CN(C)C)c12	13%	20%	2.5%	2%	-7%	5%	-1.6%	-2%	x
Oc1ccc(Cl)cc1C1=NNC(c2cc(Br)cc3c2OCOC3)C1 (stereo not drawn)	2%	28%	2.7%	-2%	x	2%	13%	16%	-5.4%
O=C1CC(c2ccc(Cl)cc2)c2c(O)cc(O)cc2O1 (stereo not drawn)	1%	9%	0.5%	1%	-4%	-11%	-0.3%	11%	x
NC(=O)C1CCN(Cc2nc(-c3ccccc3)no2)CC1	4%	13%	-0.2%	-4%	2%	-8%	-1.6%	-2%	-1.7%	NS5 inhibitors pilot replicate=1.5
Cc1cc(NC(=O)c2cccc(S(=O)(=O)N3CCCCCC3)c2)n(-c2ccccn2)n1	5%	-3%	3.5%	-6%	0%	1%	-0.3%	3%	-20%
O=C1c2ccc([N+](=O)[O-])cc2NC(c2ccco2)N1/N=C/c1ccco1 (stereo not drawn)	10%	15%	1.4%	-1%	-4%	-2%	19%	30%	x

Next compounds.
SMILES	Rac1 GTP hydrolysis	Large T inhibition	RSV CPE inhibition	Siah-1 displacement	NS5 inhibitors	LYP phosphatase	HIV fusion peptide	AID2073	XIAP displacement	others
Cn1c(SCC(=O)NNC(=O)Nc2ccccc2)nnc1-c1ccccc1	12%	6%	x	2%	4%	-5%	-1.5%	-11%	x
Cc1ccc(NC(=O)NC2CCN(CC(=O)Nc3nccs3)CC2)cc1	6%	7%	2.2%	-2%	-7%	-9%	-6.0%	-2%	-8.1%
Cc1ccc(-c2nnc(CCC(=O)NCc3csc(C)n3)o2)s1	9%	12%	1.1%	1%	-1%	-10%	-1.4%	-3%	x
COc1ccc(C(C)C)cc1S(=O)(=O)Nc1ncn[nH]1	3%	4%	1.4%	4%	-5%	-13%	0.1%	4%	x
COc1ccc(C(C#N)N2N=C(C)CC2(C)C)cc1 (stereo not drawn)	7%	2%	2.2%	-1%	-1%	2%	0.3%	-12%	-0.3%
Cn1c(=O)c2c(ncn2CC(O)CO)n(C)c1=O (stereo not drawn)	7%	8%	1.5%	12%	-2%	-5%	-1.1%	3%	-5.8%
Cc1ccc(NC(=O)Cn2c(=S)[nH]c3ccccc32)cc1	7%	11%	3.3%	13%	-4%	-4%	1.1%	24%	-7.3%
CCCC(=O)N1CCN(c2ccc(NC(=O)c3ccc4c(c3)OCCO4)cc2)CC1	4%	13%	0.7%	-3%	0%	-10%	-1.5%	-7%	x
COc1ccc(S(=O)(=O)NCCN2CCNC2=O)cc1OC	x	9%	1.1%	4%	x	-11%	-1.2%	0%	x
Cn1ncc([N+](=O)[O-])c1C(=O)Nc1ccccc1	9%	4%	2.6%	-4%	1%	-8%	-1.6%	-1%	x	NS5 inhibitors pilot replicate=0.3
O=C(O)c1ccccc1C(=O)N1CCN(c2cccc(Cl)c2)CC1	5%	-8%	1.0%	-4%	3%	-6%	0.9%	-10%	-0.2%
COC(=O)C1=C(C)N(Cc2ccco2)C(=O)N[C@@H]1c1ccc(Br)cc1	3%	19%	0.6%	x	-1%	x	x	x	x
COc1ccc(N(CC(=O)Nc2cc(OC)cc(OC)c2)S(=O)(=O)c2c(C)n[nH]c2C)cc1	8%	2%	0.4%	-5%	4%	-6%	0.2%	0%	x
CCC(CC)C(=O)NCCc1ccc(OC)c(OC)c1	7%	-3%	1.3%	1%	2%	1%	0.3%	20%	0.4%
